# L3MBTL1 inh = L3MBTL1 (human) inhibition; AID 485360; AlphaScreen L3MBTL1–H3K9me1 peptide binding; Potency, µM (titrated, usually from 57.1 µM), inactives show at the top dose activity, negative = inhibition, actives largely listed as inhibitors; 230,000 tested, 0.66% active; further: nearly all actives have a fitted effect of over 60% in size
#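 Read-out is AlphaScreen signal from streptavidin donor and nickel chelate acceptor beads (10 ug/mL final each) bridging L3MBTL1 (50 nM) and biotinylated K9-monomethylated H3(1-15) peptide (75 nM), after 30 min compound exposure at room temperature.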
# TRb SRC2 PPI = inhibitors of human thyroid hormone receptor beta-SRC2 interaction; AID 1469; TRbeta-SRC2 peptide binding, fluorescence polarization; receptor liganded with 1 µM T3; 280,000 tested, 0.065% active; P10828; Potency, µM (highest dose often 106 µM), for inactives: at the top dose activity change, negative = inhibition, actives largely listed as inhibitors;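 further: plate controls were bound peptide for no effect and peptide without receptor for full effect; nearly all actives have a fitted effect of over 50% in size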
#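 TRb LBD 0.6 uM + Texas Red SRC2 peptide 20 nM, 1 uM T3, Tris buffer w/ 5% DMSO; compound pinned, 5 h RT; FP read ex 555/em 632; normalized to unbound and bound controls.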
# GAA glycogen = alters human alpha-glucosidase cleavage of glycogen | P10253 | recombinant GAA, glycogen substrate, Amplex Red glucose oxidase fluorescence | Potency, µM (highest dose often 76.4 µM), inactives show top-dose activity change, negative = inhibition, actives largely listed as inhibitors | 300,000 tested, 0.38% active;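 further: 0% = full enzyme reaction and -100% = no-enzyme basal signal; the screen sought inhibitors and activators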
#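 Recombinant human enzyme (4 nM); glycogen substrate; 37 C, 40 min, pH 5.0. Readout: coupled glucose oxidase/Amplex Red fluorescence.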
# RECQ1 inh = RECQ1 (human) helicase inhibition; P46063; RECQ1 DNA unwinding, red fluorescence kinetic read; Potency, µM (doses to about 57.3 µM), for the others: at the highest dose activity, negative = inhibition, usual class: inhibitors; 240,000 tested, 0.54% active;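 further: plate controls were vehicle for no effect and no enzyme for full effect; nearly all actives have a fitted effect of over 30% in size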
# Target sequence (P46063 whole entry, looked up): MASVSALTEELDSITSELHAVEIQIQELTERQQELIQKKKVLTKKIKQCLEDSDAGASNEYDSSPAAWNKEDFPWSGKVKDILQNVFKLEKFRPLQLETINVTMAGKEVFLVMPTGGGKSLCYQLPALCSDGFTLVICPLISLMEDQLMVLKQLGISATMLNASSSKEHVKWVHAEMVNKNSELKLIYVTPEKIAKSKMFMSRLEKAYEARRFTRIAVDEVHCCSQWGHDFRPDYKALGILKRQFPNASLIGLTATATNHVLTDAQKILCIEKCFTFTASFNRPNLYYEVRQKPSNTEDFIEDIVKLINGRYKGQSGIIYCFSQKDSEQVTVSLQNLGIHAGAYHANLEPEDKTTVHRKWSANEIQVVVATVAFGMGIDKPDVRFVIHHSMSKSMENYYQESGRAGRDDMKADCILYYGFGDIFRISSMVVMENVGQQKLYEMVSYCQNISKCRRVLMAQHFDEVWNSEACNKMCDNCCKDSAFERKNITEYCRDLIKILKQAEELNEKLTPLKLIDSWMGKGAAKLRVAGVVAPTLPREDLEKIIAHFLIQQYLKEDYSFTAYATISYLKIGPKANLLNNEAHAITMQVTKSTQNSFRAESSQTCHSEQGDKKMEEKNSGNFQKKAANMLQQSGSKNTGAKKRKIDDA
#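 50 nM RECQ1T1 preincubated 15 min with compound in Tris pH 8.0 buffer with MgCl2, DTT, Tween-20 and 2.5 ug/ml poly(dI-dC); started with 200 nM TAMRA/BHQ-2 forked duplex and 2 mM ATP. Unwinding read as fluorescence (525/598 nm), two reads 2 h apart.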
# TR SRC2 fluor cs = Texas Red fluorescence interference in TRb-SRC2 counter-screen; TRb/SRC2 Texas Red total fluorescence interference; Potency, µM (titrated, usually from 106 µM), for the others: at the highest dose fluorescence change, negative = quenching; 280,000 tested, 0.29% active; active means well fitted curve in either direction with a large enough effect; inconclusive means small, poorly fitted or top-dose-only effect
#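 Human TRβ ligand-binding domain (0.6 uM) and Texas Red SRC2 peptide (20 nM) in Tris buffer with 1 uM T3 and 5% DMSO were incubated with pinned compound for 5 hr at ambient temperature. Total fluorescence was computed as S + 2P (555/632 nm).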
# aGlu spleen mod = inhibitors or activators of human alpha-glucosidase in spleen homogenate. P10253. human spleen homogenate, 4-MU-alpha-glucoside fluorescence. Potency, µM (series often up to 79.9 µM), for inactives: top-dose activity change, negative = inhibition, most hits filed as inhibitors. 240,000 tested, 0.006% active;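 further: 0% = enzyme with vehicle and -100% = no enzyme basal signal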
#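 AC50 values come from Hill-equation fits of concentration-response data, normalized to no-enzyme and full-activity controls. Enzyme source: 1 ug human spleen homogenate; 1 mM fluorogenic 4-MU glucoside, pH 5.0 citrate buffer, 37 C, 40 min.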
# GAA inhib = blocks human lysosomal alpha-glucosidase | P10253 | 200,000 tested, 0.005% active | Potency, µM (titrated, usually from 76.9 µM), for the others: top-dose activity change, negative = inhibition, actives largely listed as inhibitors | purified human GAA, 4-MU-alpha-glucoside fluorescence;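 further: plate controls were uninhibited enzyme wells for no effect and no-enzyme background for full effect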
#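 Human enzyme at 4 nM with 400 uM 4-methylumbelliferyl-alpha-D-pyranoside, citrate/phosphate buffer pH 5.0, 0.005% Tween-20, 20 min at room temperature. Compounds up to 77 uM. 4-MU fluorescence (Ex 365/Em 440) read after NaOH/glycine stop; AC50 from Hill fit.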
# GoLoco inh red = RGS12 GoLoco-Gai1 interaction inhibition. P63096. Gai1:RGS12 GoLoco peptide FP, rhodamine, 10 min. Potency, µM (highest dose often 61.6 µM), without a hit: top-dose activity, negative = inhibition, most hits filed as inhibitors. 230,000 tested, 0.44% active; active means well fitted inhibition curve with a large enough effect, not every such curve was filed as active; inactive means no such curve, though single readings can be large or run the other way; further: nearly all actives have a fitted effect of over 30% in size; many of its hits are not listed in these tables
# Target sequence (P63096 whole entry, looked up): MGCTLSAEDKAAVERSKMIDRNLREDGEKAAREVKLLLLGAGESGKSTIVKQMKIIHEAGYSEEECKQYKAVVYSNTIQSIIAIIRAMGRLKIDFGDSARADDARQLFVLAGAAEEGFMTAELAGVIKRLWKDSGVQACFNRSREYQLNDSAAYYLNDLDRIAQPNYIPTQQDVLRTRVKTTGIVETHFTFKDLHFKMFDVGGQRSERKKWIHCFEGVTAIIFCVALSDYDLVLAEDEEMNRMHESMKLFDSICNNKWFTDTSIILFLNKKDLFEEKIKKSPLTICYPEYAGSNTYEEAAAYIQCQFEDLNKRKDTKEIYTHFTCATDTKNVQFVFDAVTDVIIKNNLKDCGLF
# * marks the source's active call; other numbers are inactive results; i = inactive; ? = inconclusive; nt = not tested or not shown; & = joins results of further samples; [ ] = another dose, or the depositor's remark. Unless noted, the call rests on the fitted dose curve; in most records, active means well fitted curve in the direction sought with a large enough effect; inconclusive means small, poorly fitted or top-dose-only effect, or another doubt; inactive means no such curve, though single readings can be large; an effect the other way counts as inactive or inconclusive. Unless noted, on the % scale 0 is the no-effect control and ±100 the full control effect; potency means the concentration at half of the fitted maximal effect.
SMILES,L3MBTL1 inh,TRb SRC2 PPI,GAA glycogen,RECQ1 inh,TR SRC2 fluor cs,aGlu spleen mod,GAA inhib,GoLoco inh red
C#CCSc1nc(N)c2c(n1)OC(N)=C(C#N)C2c1cccnc1 (stereo not drawn),-2.1%,8.6%,8.1%,15.3%,-2.8%,1.8%,2.5%,1.7%
N/C(=N\OC(=O)/C=C/c1ccccc1Cl)c1cccnc1,15.9%,1.1%,2.7%,-7.1%,-2.6%,-15.4%,nt,0.8%
Cc1nn(-c2ccccc2)c(N)c1N=Nc1ccc(Cl)cc1,?,-6.1%,-0.4%,-7.0%,-3.0%,-10.2%,-7.1%,3.2%
CCCCCC(=O)Nc1ccc2oc(-c3cncc(Br)c3)nc2c1,3.2%,-7.7%,0.4%,-5.2%,-2.9%,-10.2%,-3.4%,10.1%
C=CCn1c(COc2ccccc2)nnc1SCC(=O)C(C)(C)C,2.6%,-10.7%,-1.4%,-14.3%,0.9%,-4.0%,-5.6%,4.4%
O=[N+]([O-])c1nn(-c2ccc3c(c2)OCCO3)n(O)c1=NC1CCCCC1,nt,-8.1%,3.9%,-12.7%,-2.5%,1.6%,0.4%,2.7%
NC(N)=N/N=C/c1ccc(OS(=O)(=O)c2ccccc2)cc1,-8.1%,6.6%,-3.4%,18.8%,0.0%,-5.7%,-4.7%,11.7%
Cc1ccc(CN2CCN(Cc3nc4ccccc4nc3C)CC2CCO)cc1 (stereo not drawn),1.2%,1.1%,1.1%,-3.0%,-0.6%,-0.5%,nt,-0.6%
COc1ccc(/C=N/NC(=O)c2cccc([N+](=O)[O-])c2)cc1OC(=O)c1ccc(C)cc1,-17.7%,7.9%,-2.1%,-6.1%,-0.5%,-6.8%,-17.5%,-3.6%
Clc1ccc(-c2nnc3sc(Cc4cccs4)nn23)cc1,?,-3.4%,9.5%,-9.7%,-0.3%,5.5%,-1.5%,102.7%[activator]
O=C(O)CCCN1C(=O)c2ccc(C(=O)c3cccc([N+](=O)[O-])c3)cc2C1=O,9.1%,-1.0%,-6.8%,i,-3.7%,-7.5%,4.6%,9.9%
O=C(Nc1cnn(C23CC4CC(CC(C4)C2)C3)c1)c1cc(-c2ccccc2)on1,3.3%,7.8%,-3.9%,i,-1.0%,-13.4%,2.3%,2.6%
CCC1=NN2C(=N)/C(=C\c3cccn3-c3cccc(Cl)c3)C(=O)N=C2S1,-16.5%,4.7%,-12.2%,?,-2.0%,nt,-15.1%,33.7%[activator]
O=C(CN(c1ccccc1)S(=O)(=O)c1ccccc1)N/N=C/c1ccco1,-4.9%,-3.9%,-4.4%,-11.9%,2.7%,-3.6%,-0.4%,5.6%
O=[N+]([O-])c1ccccc1C1Nc2cccc3cccc(c23)N1,?,-10.9%,?,-28.8%,-13.8%,-6.4%,-2.9%,-1.6%
COCCOC(=O)C1=C(C)NC(C)=C(C(=O)OC/C=C/c2ccccc2)C1c1cccc([N+](=O)[O-])c1 (stereo not drawn),nt,4.7%&1.5%,nt,-21.4%,-1.8%&0.5%,-3.6%,nt,nt
COCCNC(=O)C(c1ccc(F)cc1)N(CC1CCCO1)C(=O)CCC(=O)Nc1ccccn1 (stereo not drawn),-0.2%,-17.1%,1.9%,i,3.4%,-0.6%,-9.1%,-14.4%
O=S(=O)(c1ccc(Cl)cc1)N1CCC(O)(c2cccnc2)CC1,nt,-16.5%,-5.2%,i,2.3%,0.9%,-0.7%,9.0%
COc1ccc(C2CC(=O)c3sc(N)nc3C2)cc1 (stereo not drawn),0.2%,2.4%,-13.7%,i,2.6%,3.2%,-1.0%,-4.2%
O=C(NCc1ccco1)C1Cc2ccccc2CN1C(=O)c1ccco1 (stereo not drawn),-27.1%,-0.4%,3.8%,-24.4%,0.0%,2.5%,4.0%,4.9%
CCc1ccc2[nH]c(=O)c(CN(CCN(C)C)C(=S)NCc3ccco3)cc2c1,-28.6%,-2.6%,-6.4%,11.5%,3.5%,-9.3%,-9.9%,26.7%
O=C(CCCc1ccc(-c2ccccc2F)cc1)Nc1ccc(O)cc1,nt,-1.2%,nt,-22.1%,-2.0%,6.3%,nt,3.7%
O=C(Nc1nc(-c2cccc3ccccc23)cs1)c1cnccn1,1.1%,4.2%,10.9%,-2.5%,-1.0%,-17.1%,-8.7%,19.8%
O=S(=O)(NCc1ccc(F)cc1)c1ccc2c(c1)OCCO2,-1.2%,-0.9%,5.6%,-3.1%,-0.1%,2.0%,2.7%,-7.3%
CCn1c(SCC(=O)N2CCN(c3ccccc3)CC2)nc2c(c1=O)SC(C)C2 (stereo not drawn),?,8.1%,-11.0%,-6.3%,-0.6%,10.2%,-7.5%,10.0%
C=CCSc1nc2ccccc2c(=O)n1C1CCOC(C)(C)C1 (stereo not drawn),11.4%,-1.9%,-0.4%,7.3%,0.8%,-0.3%,nt,-4.3%
CCn1c(=O)c2cc(S(=O)(=O)NCc3ccccc3)ccc2n(CC)c1=O,nt,-3.3%,1.6%,i,-1.5%,-10.5%,-3.9%,3.6%
Cc1cc(C(=O)CCl)c(C)n1Cc1ccco1,-25.7%,-6.1%,3.0%,-28.8%,-3.0%,nt,?,24.7%
COc1ccc2[nH]cc(CCNC(=O)C3CCCNC3=O)c2c1 (stereo not drawn),nt,-5.8%,1.6%,-12.1%,0.4%,-6.0%,-3.4%,-4.0%
Cc1ccc(N2C(=O)[C@@H]3[C@H](C2=O)[C@H]2C=C(C(=O)c4ccccc4)C=CN2[C@@H]3C(=O)c2ccc(Cl)cc2)cc1,-7.2%,3.9%,3.8%,-15.2%,0.7%,6.4%,10.2%,147.9%[activator]

# In a second layout: entries from further up
Molecule | L3MBTL1 inh | TRb SRC2 PPI | GAA glycogen | RECQ1 inh | TR SRC2 fluor cs | aGlu spleen mod | GAA inhib | GoLoco inh red
Cc1cc(C(=O)CCl)c(C)n1Cc1ccco1 | -25.7% | -6.1% | 3.0% | -28.8% | -3.0% | nt | ? | 24.7%
COc1ccc2[nH]cc(CCNC(=O)C3CCCNC3=O)c2c1 (stereo not drawn) | nt | -5.8% | 1.6% | -12.1% | 0.4% | -6.0% | -3.4% | -4.0%
Cc1ccc(N2C(=O)[C@@H]3[C@H](C2=O)[C@H]2C=C(C(=O)c4ccccc4)C=CN2[C@@H]3C(=O)c2ccc(Cl)cc2)cc1 | -7.2% | 3.9% | 3.8% | -15.2% | 0.7% | 6.4% | 10.2% | 147.9%[activator]

# Next part:
SMILES,L3MBTL1 inh,TRb SRC2 PPI,GAA glycogen,RECQ1 inh,TR SRC2 fluor cs,aGlu spleen mod,GAA inhib,GoLoco inh red
S=c1[nH]c(-c2ccccc2)cn1/N=C/c1ccc(Br)cc1,nt,-1.0%,-12.8%,i,-4.4%,-6.5%,-19.1%,7.0%
CCOC(=O)c1cccc(NC(=O)CCNS(=O)(=O)c2ccc3c(c2)CCN3C(=O)CC)c1,4.0%,4.0%,3.4%,-8.1%,-1.1%,-3.5%,-3.0%,nt
O=C(NCc1ccco1)Nc1ccc(OC(F)(F)F)cc1,-5.8%,-2.6%,1.1%,-5.2%,0.6%,2.0%,-2.3%[15.4 µM],-4.2%
Cc1ccc2c(c1)sc[n+]2Cc1ccccc1,-5.3%,4.0%,-5.5%,-6.1%,-2.4%,-5.4%,-4.9%,3.8%
O=C(CSc1nnc(C2CC2)n1-c1ccccc1)NCc1ccco1,nt,-5.0%,0.4%,0.6%,1.5%,-3.8%,-5.6%,0.0%
CC(=O)Nc1nc2ccccc2n1Cc1ccccc1Cl,-0.8%,-3.3%,-7.2%,-7.0%,4.0%,-2.7%,nt,0.6%
C=CCc1cccc(/C=N/NC(=O)CNc2cccc3ccccc23)c1O,-8.6%,8.5%,-13.4%,-3.7%,1.9%,1.3%,6.8%,3.2%
Cc1ccc(S(=O)(=O)N2CCN(C(=O)CSc3nc(N)cc(=O)[nH]3)CC2)c(C)c1,0.9%,1.1%,-17.9%,-10.0%,-0.1%,6.5%,1.8%,14.1%
CS(=O)(=O)N1CCC(C(=O)c2cccc(Cl)c2)CC1,-3.3%,8.2%,3.0%,-8.2%,-6.8%,0.4%,-0.7%,6.7%
COc1ccc(Nc2nc(C(F)(F)F)nc(C)c2C#N)cc1,1.1%,0.6%,2.9%,-8.1%,-2.0%,-1.1%,3.9%,-2.2%
COc1cc2c(cc1OC)C1=C(C#N)CCC(=O)N1CC2,-3.9%,-6.0%,-3.0%,-7.0%,-4.9%,0.0%,4.8%,-18.9%
CCOC(=O)c1c(-c2ccc(F)cc2)csc1NC(=O)C1CCCO1 (stereo not drawn),8.5%,-4.5%,-4.7%,-15.5%,-0.3%,0.1%,8.2%,0.8%

# Individual results from the list.
# CCOC(=O)c1cccc(NC(=O)CCNS(=O)(=O)c2ccc3c(c2)CCN3C(=O)CC)c1 in GAA inhib shows -3.0%
# CC(=O)Nc1nc2ccccc2n1Cc1ccccc1Cl in L3MBTL1 inh shows -0.8%
# CS(=O)(=O)N1CCC(C(=O)c2cccc(Cl)c2)CC1 in GoLoco inh red shows 6.7%
# Cc1ccc2c(c1)sc[n+]2Cc1ccccc1 in aGlu spleen mod shows -5.4%
# S=c1[nH]c(-c2ccccc2)cn1/N=C/c1ccc(Br)cc1 in aGlu spleen mod shows -6.5%
# Cc1ccc(S(=O)(=O)N2CCN(C(=O)CSc3nc(N)cc(=O)[nH]3)CC2)c(C)c1 in RECQ1 inh shows -10.0%
# CCOC(=O)c1c(-c2ccc(F)cc2)csc1NC(=O)C1CCCO1 (stereo not drawn) in GAA glycogen shows -4.7%

# A portion of the library, so the mix of outcomes need not match the whole.
